DT40 TDP1 no CPT: qHTS for Inhibitors of human tyrosyl-DNA phosphodiesterase 1 (TDP1): qHTS in cells in absence of CPT; DT40 Tdp1-/- hTDP1 cells, no CPT, ATP luminescence, 48 h; Potency, µM (series often up to 46.2 µM), without a hit: at the top dose activity change, negative = growth inhibition, most hits filed as inhibitors; 420,000 compounds, 15% hits; note: nearly all actives have a fitted effect of over 55% in size
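Chicken DT40 Tdp1-/- cells stably complemented with human TDP1 were seeded at 400 cells/well with DMSO in place of 20 nM camptothecin. After compound pinning, cells grew at least 48 hr at 37 °C; viability read by CellTiter-Glo luminescence.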
GCN5L2 inh: inhibitors of human GCN5L2 histone acetyltransferase; Q92830; GCN5L2 HAT assay, ThioGlo1 CoA-SH fluorescence; Potency, µM (top dose mostly 58.9 µM), for inactives: at the top dose activity change, negative = inhibition, most hits filed as inhibitors; 390,000 compounds, 0.21% hits; AID 504327
Target sequence (Q92830 whole entry, looked up): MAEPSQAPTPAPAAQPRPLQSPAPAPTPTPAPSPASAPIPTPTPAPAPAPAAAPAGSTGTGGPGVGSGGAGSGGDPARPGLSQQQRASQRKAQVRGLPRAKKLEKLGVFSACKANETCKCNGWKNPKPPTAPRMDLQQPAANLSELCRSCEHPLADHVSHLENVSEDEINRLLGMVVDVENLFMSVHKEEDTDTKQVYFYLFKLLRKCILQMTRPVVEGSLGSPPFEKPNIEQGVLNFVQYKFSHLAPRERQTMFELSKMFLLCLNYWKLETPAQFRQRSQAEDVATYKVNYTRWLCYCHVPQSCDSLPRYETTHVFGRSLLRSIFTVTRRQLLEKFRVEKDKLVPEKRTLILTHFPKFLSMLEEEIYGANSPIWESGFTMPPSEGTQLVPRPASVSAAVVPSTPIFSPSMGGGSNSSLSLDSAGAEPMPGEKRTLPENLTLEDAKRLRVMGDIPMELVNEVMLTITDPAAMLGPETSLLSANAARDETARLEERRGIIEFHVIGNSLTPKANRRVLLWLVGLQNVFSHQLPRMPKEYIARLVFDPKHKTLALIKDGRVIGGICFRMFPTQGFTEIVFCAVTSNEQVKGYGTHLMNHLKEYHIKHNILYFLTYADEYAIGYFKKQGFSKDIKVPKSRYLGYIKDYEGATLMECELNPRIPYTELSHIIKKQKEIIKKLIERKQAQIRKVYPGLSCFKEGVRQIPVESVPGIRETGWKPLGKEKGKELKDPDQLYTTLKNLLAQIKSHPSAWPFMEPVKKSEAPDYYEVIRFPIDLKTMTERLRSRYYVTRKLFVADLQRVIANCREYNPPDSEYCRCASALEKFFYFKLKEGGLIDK
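Fluorescence readout, Ex340nm/Em540nm: ThioGlo1 (50uM final) reacts with free CoA thiol released as 20nM GCN5L2 acetylates H3(1-25) peptide (75uM) using acetyl-CoA (70uM). Compound and enzyme sat 15 min beforehand; 20 min room-temperature reaction.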
DT40 TDP1 CPT: growth inhibition of DT40 Tdp1-/-;hTDP1 cells with camptothecin (screen for TDP1 inhibitors); chicken DT40 Tdp1-/-;hTDP1 cells + 20 nM CPT, ATP luminescence, 48 h; Potency, µM (top dose mostly 46.2 µM), inactives show at the highest dose activity change, negative = growth inhibition, most hits filed as inhibitors; 420,000 compounds, 12% hits; note: nearly all actives have a fitted effect of over 55% in size
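Chicken DT40 Tdp1-/- cells stably complemented with human TDP1 were seeded at 400 cells/well in medium containing 20 nM camptothecin, exposed to pin-transferred compounds, and grown at 37 °C for at least 48 hr. Viability was read as ATP luminescence.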
* marks the source's active call; other numbers are inactive results; ? = inconclusive; · = not tested or not shown; & = joins results of further samples; [ ] = remark or other dose. Calls come from the whole dose curve; as a rule, active = well fitted curve in the direction sought with a large enough effect; inconclusive = small, poorly fitted or top-dose-only effect, or another doubt; inactive = no such curve, though single readings can be large; an effect the other way counts as inactive or inconclusive. % is set by controls: 0 for no effect and ±100 for the full control effect; potency is the fitted concentration of half-maximal effect. This is a subset; the hit share may differ from the screen's.

Compound	DT40 TDP1 no CPT	GCN5L2 inh	DT40 TDP1 CPT
C=Cn1cc[n+](CC(=O)c2cc(C(C)(C)C)c(O)c(C(C)(C)C)c2)c1	16.4µM*	-4.0%	14.6µM*
CC1(C)Nc2ccccc2N(Cc2ccc([N+](=O)[O-])cc2)C1=O	-27.0%	-8.5%	22.3%
Cc1csc(NC(=O)c2ccc[nH]c2=O)n1	-29.3%	0.6%	2.9%
CCOc1ccc(NC(=O)c2cccc(S(=O)(=O)Nc3c(C)n(C)n(-c4ccccc4)c3=O)c2)cc1	?	·	?
COc1ccc(S(=O)(=O)Nc2ccc3c(c2)n(C)c(=O)n3C)cc1OC	?	-1.2%	0.4%
C#Cc1cccc(Nc2ncnc3cc(OC)c(OC)cc23)c1	23.1µM*	-14.8%	?
Cc1nc(-c2ccc(Br)cc2)ccc1C(=O)O	-0.4%	1.6%	-3.7%
COC(=O)c1cc(Br)ccc1NC(=O)Nc1ccc(C)cc1	-6.1%	·	-3.7%
CC(C)C[C@H]1CNC(=O)C(=O)N1C[C@@H]1CCCN1C[C@H](Cc1ccccc1)N1C[C@H](CC(C)C)N(CC2CCCCCC2)C(=O)C1=O	-20.9%	·	2.3%
CN(C(=O)COC(=O)c1ccc(Cl)c(S(=O)(=O)N2CCCCC2)c1)C1(C#N)CCCCC1	?	-10.7%	-3.3%
Cc1ccc(S(=O)(=O)N2[C@@H](c3ccc(F)cc3)C(C(=O)O)=CC[C@H]2c2ccc(C(C)C)cc2)cc1	-3.3%	?	-1.2%
CN1CCN(c2nc3c(c(=O)n(C)c(=O)n3C)n2Cc2ccc(Cl)cc2)CC1	?	-3.3%	-9.4%
CCOC(=O)C1=C(Nc2ccccc2)CC(C)(O)C(C(=O)OCC)C1c1ccc(Br)cc1 (stereo unspecified)	16.4µM*	-14.4%	?
CCCc1nnc(SCC(=O)Nc2nccs2)o1	-3.6%	-5.5%	2.3%
CC(C)NS(=O)(=O)c1cccc2nsnc12	-24.3%	-1.3%	-1.7%
Cc1cc2c(cc1C)-c1c(ssc1=Nc1ccc(S(N)(=O)=O)cc1)C(C)(C)N2	16.4µM*	-3.2%	?
Cc1cc(C)n(CC(=O)Nc2ccc(N3CCOCC3)c(Cl)c2)c(=O)c1C#N	10.6%	-1.6%	2.5%
Cc1cc(C)n(C(=O)CCC(=O)Nc2ccc(C)c(C)c2)n1	-1.7%	2.1%	-4.7%
O=C(Cc1ccc([N+](=O)[O-])cc1)Nc1cccc(C(=O)N2CCOCC2)c1	-13.3%	-4.5%	-23.4%
CCOCCCn1c(=NC(C)=O)c(C#N)cc2c(=O)n3cccc(C)c3nc21	?	-3.6%	7.9%

One compound at a time, as listed above.
C=Cn1cc[n+](CC(=O)c2cc(C(C)(C)C)c(O)c(C(C)(C)C)c2)c1 is listed with DT40 TDP1 no CPT = 16.4µM*; GCN5L2 inh = -4.0%; DT40 TDP1 CPT = 14.6µM*
CCCc1nnc(SCC(=O)Nc2nccs2)o1 is listed with DT40 TDP1 no CPT = -3.6%; GCN5L2 inh = -5.5%; DT40 TDP1 CPT = 2.3%

Additional structures
Compound	DT40 TDP1 no CPT	GCN5L2 inh	DT40 TDP1 CPT
O=C(NCc1cccnc1)c1nnc(Cc2ccc(F)cc2)o1	-10.7%	-3.7%	-2.0%
COc1ccc(C(=O)c2ccc(Cl)c([N+](=O)[O-])c2)cc1	0.731µM*	1.8%	0.82µM*
N#Cc1c(C(F)(F)F)cc(-c2cccs2)nc1SCC(=O)Nc1ccccc1F	?	-9.1%	-27.9%
CC(=O)N/C(=C\c1cccc([N+](=O)[O-])c1)C(=O)NC1CCCCC1	-28.3%	-3.2%	2.9%
CCC(C)(C)c1ccc(Oc2ccc(NC(=O)COC(=O)C3=COCCO3)cc2)cc1	25.9µM*	-12.2%	?
Cc1ccc(NC(=O)/C(C#N)=C/c2ccc(C)o2)cc1	-17.5%	0.8%	-7.2%
O=C(NC1CCS(=O)(=O)C1)c1cccc(Cl)c1 (stereo unspecified)	-3.3%	2.0%	2.9%
O=C(Nc1ccc(Cl)cc1Cl)C1CCC(=O)N1Cc1ccccc1Cl (stereo unspecified)	?	0.0%	-22.2%
CCC(=O)Nc1ccc(S(=O)(=O)NCCc2ccccc2)cc1	?	-8.5%	?
CC1CCCCN1S(=O)(=O)c1ccc(C(=O)Nc2nnc(-c3cccs3)o2)cc1 (stereo unspecified)	5.8µM*	-3.1%[0.501 µM]	6.51µM*
Nn1cc(-c2ccccc2)nc1SCC(=O)N1CCN(S(=O)(=O)c2ccc(Cl)cc2)CC1	-21.1%	-3.4%	-10.6%
O=C(CCN1CCCCC1)N=Nc1c(O)[nH]c2ccccc12	23.1µM*	-1.8%	?
O=c1c(-c2cc3ccccc3o2)[n+]([O-])c2ccccc2n1OCc1ccccn1	14.6µM*	-0.4%	?
Cn1c2ccc(Br)cc2c2nnc(SCC(=O)O)nc21	-12.2%	-19.7%	6.3%
CCOCCCNC(=S)Nc1ccc(Br)cc1Cl	-9.0%	-9.9%	3.1%
CSCCC(NC(=O)c1ccccc1)C(=O)N/N=C(\C)Cc1ccccc1 (stereo unspecified)	-3.6%	0.3%	-16.2%
Cc1nc(NCC2CCCO2)nc2c1C(=O)CC(C)C2 (stereo unspecified)	-3.7%	-7.0%	-4.7%
COc1ccc2occ(CC(=O)Nc3ccc(S(=O)(=O)Nc4nccc(C)n4)cc3)c2c1	7.4%	-3.8%	-4.3%
Cc1nc(SCc2ccc(F)cc2)c([N+](=O)[O-])[nH]1	-10.3%	-0.8%	33.7%[activator]
COc1ccc(S(=O)(=O)NC2CC(=O)N(c3cccc(F)c3)C2)cc1OC (stereo unspecified)	?	3.8%	?

An excerpt from above, showing only GCN5L2 inh and DT40 TDP1 no CPT.
Compound	GCN5L2 inh	DT40 TDP1 no CPT
COc1ccc2occ(CC(=O)Nc3ccc(S(=O)(=O)Nc4nccc(C)n4)cc3)c2c1	-3.8%	7.4%
CCOCCCNC(=S)Nc1ccc(Br)cc1Cl	-9.9%	-9.0%
O=C(CCN1CCCCC1)N=Nc1c(O)[nH]c2ccccc12	-1.8%	23.1µM*
Nn1cc(-c2ccccc2)nc1SCC(=O)N1CCN(S(=O)(=O)c2ccc(Cl)cc2)CC1	-3.4%	-21.1%

Next section:
Compound	DT40 TDP1 no CPT	GCN5L2 inh	DT40 TDP1 CPT
CC(Oc1ccccc1)C(=O)Nc1ccc(C(=O)OCc2cc(=O)n3nc(C(C)C)sc3n2)cc1 (stereo unspecified)	-24.6%	17.1%	3.8%
NC(=O)c1ccsc1NC(=O)CSc1ccccc1F	?	-0.2%	?
Cc1ccc(C)c(NC(=O)CCC(=O)NNC(=S)Nc2ccccc2)c1	-19.8%	-7.6%	-5.8%
COc1ccccc1-n1cc(CN2CCN(C3CCCC3)C(CCO)C2)cn1 (stereo unspecified)	1.4%	?	1.5%
CN(NC(=O)c1ccc(Cl)cc1)c1nc(-c2ccccc2)nnc1C(F)(F)F	14.6µM*	-8.1%	20.6µM*
Cc1cccc2nc(C(=O)Nc3cc(Cl)ccc3-n3cncn3)cn12	-20.6%	-11.6%	-6.8%
Cc1ccc(F)c(S(=O)(=O)NC(=O)C2(C)CCN2C(=O)C2(c3ccc(Cl)cc3)CCC2)c1 (stereo unspecified)	?	·	16.4µM*
CCCCNC(=O)C(CC)(ONc1ccccc1C(F)(F)F)c1ccccc1 (stereo unspecified)	?	-4.2%	?
CCC(=O)N[C@@H]1CC[C@@H](CCNC(=O)Nc2ccc(F)cc2)O[C@@H]1CO	14.8%	·	6.5%
CCN(CC)c1ccc(NC(=O)C2=CC=CN3CCS(=O)(=O)N=C23)cc1	-25.0%	-9.4%	-17.0%
CCN(CC)c1nc(N)nc(NS(=O)(=O)c2ccc(Cl)cc2)n1	-16.2%	1.6%	-10.5%
CCOCCCNC(=O)Cn1cc2c(n1)CCCC2	-5.2%	1.4%	?
O=C(CCCN1C(=O)/C(=C/c2cccs2)SC1=S)Nc1ccccc1O	?	2.7%	?
COc1cc(/C=C(\C#N)c2ccccn2)ccc1OCc1ccc(Cl)cc1	23.1µM*	-5.8%	?
Cc1ccc(NC(=O)C2CCCN2S(=O)(=O)c2cccc3nsnc23)c(C)c1 (stereo unspecified)	?	-7.6%	?
COc1ccccc1CNC(=O)c1ccc(N2CCCC2)c(NC(=O)NCCC(C)C)c1	-21.3%	-9.6%	-17.7%
CCN1CCN(Cc2ccc(NC(=O)c3cc(NC(=O)c4cnnc5ccccc45)cc(OC)c3)cc2C(F)(F)F)CC1	6.51µM*	-2.3%	8.2µM*
O=C(CSCc1c(Cl)cccc1Cl)NCC1CCCO1 (stereo unspecified)	?	2.6%	-23.7%
CC1=C(C(=O)N2CCCCCC2)CC(CC(=O)NCCCCc2ccccc2)C(=O)N1CCC1=CCCCC1 (stereo unspecified)	18.4µM*	·	23.1µM*
CC1(C)C2CCC(C2)C1(C)NC(=O)CNCc1cccs1 (stereo unspecified)	?	-6.5%	?
Cc1ccc(Cl)c(Nc2ccccc2C(=O)O)c1Cl	9.2%&21.7%&-15.6%&-0.4%	?	3.3%&9.3%&-7.4%&-1.4%
O=C(c1ccccc1NS(=O)(=O)c1ccccc1[N+](=O)[O-])N1CCCC1	-11.3%	-23.4%	-16.8%
O=S(=O)(Nc1ccc(-c2ccc(N3CCCCCC3)nn2)cc1)c1ccc(C(F)(F)F)cc1	?	-6.7%	11.6µM*
CCCOc1ccccc1/C=N/Nc1ccnc(=O)[nH]1	-6.0%	1.2%	3.2%
COc1cc(OC)c(C2=NOC(C(=O)N3CCCc4ccccc43)C2)cc1Cl (stereo unspecified)	?	-1.2%	13µM*
CSc1ccc(Cl)c(C(=O)OCC(=O)NCc2ccco2)c1	-22.1%	-16.1%	-13.2%
COc1cc(NC(=O)C/C(C)=N/NC(=O)C(OC)c2ccccc2)c(OC)cc1Cl (stereo unspecified)	-0.8%	-2.9%	-4.8%
CCOc1cccc2cc(-c3nc(-c4ccccc4C)no3)c(=O)oc12	?	-15.4%	-14.4%
Cc1ccc(NC(=O)c2cc(-c3cc(F)ccc3OCC3CCCO3)n[nH]2)cc1NS(C)(=O)=O (stereo unspecified)	14.6µM*	·	14.6µM*
COc1ccc(-c2oc3ncn4nc(-c5ccccc5OC)nc4c3c2-c2ccc(OC)cc2)cc1	-16.4%	1.3%	-1.4%
S=c1[nH]nc(C2(c3ccccc3)CCCC2)o1	1.7%	4.0%	-3.1%
CCOc1ccc(CNC(=O)c2ccc3c(c2)nc2n3CCOC2)cc1	2.3%	1.2%	-2.7%
O=C(CN1CCN(c2ccc(F)cc2)CC1)N1CCOCC1	-5.4%	-0.6%	0.1%
CCCCN(C(=O)c1[nH]c(C)c(C(C)=O)c1C)c1c(N)n(CCCC)c(=O)[nH]c1=O	0.7%	2.6%	16.2%
CCN(CC)S(=O)(=O)c1cccc(-c2nnc(SCC(N)=O)n2C)c1	1.4%	-1.0%	16.3%
Cc1c(-c2nc(N)nc(Nc3ccccc3F)n2)oc2ccccc12	18.4µM*	-0.1%	?
Cc1oc(-c2ccccc2)cc1C(=O)Nc1cccc(/C=C/C(=O)O)c1	?	-5.0%	-27.6%
COCC(C)NS(=O)(=O)c1ccc(OC)cc1 (stereo unspecified)	-10.7%	-0.2%	-15.5%
Cn1c(=O)c2ncn(CC(=O)NCCOc3ccc(C(C)(C)C)cc3)c2n(C)c1=O	?	-15.7%	-22.3%
O=C(c1cc(S(=O)(=O)N2CCN(c3ccccc3)CC2)ccc1Cl)N1CCCC(C(F)(F)F)C1 (stereo unspecified)	?	2.9%	14.6µM*
COc1ccc(-n2c(-c3ccccc3)cc3c2CCCC3=O)cc1	?	-9.5%	-28.0%
Nn1c(SC/C=C/c2ccccc2)nnc1-c1ccco1	-28.0%	·	-7.6%
O=C(NCc1ccco1)C(=O)c1cn(CC(=O)N2CCCCC2)c2ccccc12	-26.9%	-7.0%	-3.2%
O=C(O)c1n[nH]c2c1CC(C1CCCCC1)CC2 (stereo unspecified)	-8.9%	-3.6%	-23.4%
C=CCNC(=O)NC(=O)CSc1nc2cc([N+](=O)[O-])ccc2n1-c1cccc(C(F)(F)F)c1	-27.9%	13.5%	-11.6%
CCOc1ccc(NS(=O)(=O)c2ccc(C(=O)NCC(C)(C)N3CCOCC3)cc2)cc1	?	0.1%	-29.8%
CCCOC(=O)C1C2C=CC3(CN(c4ccc(Cl)c(F)c4)C(=O)C13)O2 (stereo unspecified)	-21.9%	-4.0%	-16.8%
CCN(c1ccccc1)C1SC(=O)N(c2ccccc2)C1=O (stereo unspecified)	-4.7%	·	0.7%
